# Screens (PubChem)
# GAA glycogen mod: alters human alpha-glucosidase cleavage of glycogen; Potency, µM (series often up to 76.4 µM), without a hit: top-dose activity change, negative = inhibition, usual class: inhibitors; hit rate 0.38% among 300,000; recombinant GAA, glycogen substrate, Amplex Red glucose oxidase fluorescence;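 also: 0% = full enzyme reaction and -100% = no-enzyme basal signal; the screen sought inhibitors and activators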
#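 Natural-substrate format: glycogen cleavage by 4 nM human enzyme, glucose read by Amplex Red coupling (Ex 573, Em 610 nm). Normalized to enzyme and no-enzyme controls.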
# SMN2 splice up: increases expression of the SMN2 splice variant. HEK293 SMN2-luciferase splicing reporter, luminescence, 30-36 h. hit rate 2.8% among 210,000. Potency, µM (titrated, usually from 46.1 µM), for the others: at the highest dose activity change, positive = activation, usual class: activators. AID 1458; also: % of control where 0% means no effect; nearly all actives have a fitted effect of over 55% in size
#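 qHTS luciferase splicing reporter: luminescence rises when SMN2 exon 7 is included in transfected HEK293 cells. Compound exposure lasted 30-36 h at 37C, with 4.5 mM final sodium butyrate as control, followed by a ONE-Glo read.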
# An asterisk follows results filed as active; ? = inconclusive; & = joins results of further samples; [ ] = another dose, or the depositor's remark. Calls follow the shape of the dose curve; as a rule, active = well fitted curve in the direction sought with a large enough effect; inconclusive = small, poorly fitted or top-dose-only effect, or another doubt; inactive = no such curve, though single readings can be large; an effect the other way counts as inactive or inconclusive. Potency is read from the fitted curve at half-maximal effect. Not all compounds are listed (hit frequency here may not be typical).
[1] COc1ccccc1-c1c(C)nn2c(-c3ccccc3)cc(-c3ccccc3)nc12
[2] CCCCCn1c(=O)[nH]c2cc(C(=O)NCc3ccc(F)cc3)ccc2c1=O
[3] Nc1c(C(=O)Nc2ccc(C(=O)O)cc2)sc2nc3c(cc12)CCCC3
[4] CCc1ccc(NC(=O)Cn2c(=O)n(CCCC(=O)NCc3ccc4c(c3)OCO4)c(=O)c3ccccc32)cc1
[5] CCCSc1ncc(Cl)c(C(=O)Nc2nc3ccc(OCC)cc3s2)n1
[6] Cc1cccc(C)c1NC(=O)CCSc1nc(-c2ccc3c(c2)OCO3)cc(C(F)(F)F)n1
[7] COCCCNC(=O)Cn1c(=O)n(-c2cccc(C)c2)c(=O)c2c3c(sc21)CN(C(C)=O)CC3
[8] Cn1nc(-c2ccccc2F)c2cc(C(=O)Nc3cc(F)ccc3F)sc21
[9] CCOC(=O)COc1ccc(CC)cc1C(=O)c1ccn2nc(-c3ccc(F)cc3)cc2n1
[10] COCCNC(=O)c1c(-c2ccccc2)c(-c2ccccc2)nn(C)c1=O
entry no.	1	2	3	4	5	6	7	8	9	10
SMN2 splice up	-7.1%	-15.5%	?	1.5%	17.7%	-8.6%	6.2%	-13.1%	6.0%	13.3%
GAA glycogen mod	11.1%[76.3 µM]	-2.1%[76.3 µM]	20.1%[76.3 µM]	0.0%[76.3 µM]	-2.9%[76.3 µM]	-8.0%[76.3 µM]	18.8%[76.3 µM]	-17.1%[76.3 µM]	13.3%[76.3 µM]	-12.2%[76.3 µM]

[11] CCCN(CCC)C(=O)c1cn(CC)c2ccc(S(=O)(=O)N3CCCCC3)cc2c1=O
[12] CCOc1ccc(S(=O)(=O)c2cn(Cc3ccc(OC)cc3)c3ccc(F)cc3c2=O)cc1
[13] COc1ccccc1NC(=O)C1=C(C)Nc2nc3ccccc3n2C1c1cccc(Br)c1 (configuration not stated)
[14] CCCc1cc(=O)[nH]c(Nc2cc(Cl)ccc2OC)n1
[15] COc1ccc(C2CC(=O)c3cc(-c4nc(-c5cccc([N+](=O)[O-])c5)cs4)c(=O)n(-c4ccc(C)c(C)c4)c3C2)cc1 (configuration not stated)
[16] COc1cccc(C(=O)Nc2cc3cc(OC)ccc3oc2=O)c1
[17] CCOC(=O)c1c(NC(=O)/C=C/c2ccc(C(C)C)cc2)sc2c1CCC2
[18] O=C(CSc1nc(-c2ccc(Cl)cc2)nc2c1Cc1ccccc1O2)N1CCCCC1
[19] CCOC(=O)c1cc2c(=O)n3ccccc3nc2n(Cc2ccco2)c1=NC(=O)c1cc(C)cc(C)c1
[20] CCc1ccc(C(=O)c2cn(CC(=O)Nc3cc(OC)ccc3OC)c3ccc(C)cc3c2=O)cc1
entry no.	11	12	13	14	15	16	17	18	19	20
SMN2 splice up	17.3%	-6.3%	5.4%	-3.6%	-11.3%	1.9%	2.7%	-9.3%	3.5%	-5.3%
GAA glycogen mod	-9.1%&-13.5%[76.3 µM]	5.6%[76.3 µM]	1.1%[76.3 µM]	-0.6%[76.3 µM]	-13.9%[76.3 µM]	-6.8%[76.3 µM]	9.0%[76.3 µM]	-12.6%[76.3 µM]	13.4%[76.3 µM]	-12.9%[76.3 µM]

# Sorted by value in SMN2 splice up (low to high): some entries from above.
nr | smiles | SMN2 splice up
19 | CCOC(=O)c1cc2c(=O)n3ccccc3nc2n(Cc2ccco2)c1=NC(=O)c1cc(C)cc(C)c1 | 3.5%
13 | COc1ccccc1NC(=O)C1=C(C)Nc2nc3ccccc3n2C1c1cccc(Br)c1 (configuration not stated) | 5.4%
7 | COCCCNC(=O)Cn1c(=O)n(-c2cccc(C)c2)c(=O)c2c3c(sc21)CN(C(C)=O)CC3 | 6.2%
11 | CCCN(CCC)C(=O)c1cn(CC)c2ccc(S(=O)(=O)N3CCCCC3)cc2c1=O | 17.3%

# The listing continues:
[21] Cc1cc2oc(C(=O)Nc3nc(-c4ccccc4)ns3)c(C)c2cc1Cl
[22] CCOC(=O)c1c(NC(=O)c2cc(-c3ccc(Cl)cc3)on2)sc2c1CCCC2
[23] COc1cccc(NC(=O)CCc2nc(-c3cccs3)no2)c1
[24] Cc1cccc(NC(=O)c2ccc3snnc3c2)c1C
[25] COC(=O)c1cc2oc(C)cc2n1CC(=O)Nc1ccc(C)cc1C
[26] CCN(C(=O)Cn1c(=O)oc2cc(Cl)ccc21)c1cccc(C(F)(F)F)c1
[27] O=C(CCS(=O)(=O)c1cccs1)Nc1ccc(C(=O)Nc2ccccc2F)cc1
[28] COc1ccc(CCNC(=O)Cn2c(=O)n(-c3cc(OC)c(OC)c(OC)c3)c(=O)c3ccccc32)cc1OC
[29] COc1ccc(-c2nc(CNS(=O)(=O)c3cccc(F)c3)cs2)cc1
[30] COc1ccc(OC)c(-c2cc(C(=O)Nc3c(C)nn(Cc4ccc(C)cc4)c3C)no2)c1
entry no.	21	22	23	24	25	26	27	28	29	30
SMN2 splice up	24.4%	0.5%	-9.0%	8.9%	-1.5%	-11.2%	?	-0.8%	-11.1%	-3.2%
GAA glycogen mod	13.9%[76.3 µM]	-11.3%[76.3 µM]	12.1%[76.3 µM]	9.1%[76.3 µM]	17.1%[76.3 µM]	12.5%[76.3 µM]	-4.6%[76.3 µM]	2.3%[76.3 µM]	8.6%[76.3 µM]	7.6%[76.3 µM]

# An excerpt from above in order of count of non-hydrogen atoms, largest number first.
[30] COc1ccc(OC)c(-c2cc(C(=O)Nc3c(C)nn(Cc4ccc(C)cc4)c3C)no2)c1
[26] CCN(C(=O)Cn1c(=O)oc2cc(Cl)ccc21)c1cccc(C(F)(F)F)c1
[23] COc1cccc(NC(=O)CCc2nc(-c3cccs3)no2)c1
entry no.	30	26	23
SMN2 splice up	-3.2%	-11.2%	-9.0%
GAA glycogen mod	7.6%[76.3 µM]	12.5%[76.3 µM]	12.1%[76.3 µM]

# Later entries:
[31] COc1cc(OC)c2c(C)c(CC(=O)NCCc3ccccc3OC)c(=O)oc2c1
[32] O=C(Nc1cccc(C(F)(F)F)c1)c1cc2nc(-c3ccccc3)cc(C(F)(F)F)n2n1
[33] Cc1ccn2c(Nc3ccccc3C)c(-c3ccccc3)nc2c1
[34] CCc1ccccc1NC(=O)c1ccc2c(c1)N(Cc1cc(C)ccc1C)C(=O)c1ccccc1S2(=O)=O
[35] CCc1cc2c(cc3c(=O)n(CC(=O)N4CCN(c5cc(Cl)ccc5C)CC4)nc(CC)n32)s1
[36] CCOc1ccc(CCNC(=O)CN2CCN(Cc3ccc(Cl)cc3)C2=O)cc1OCC
[37] Cc1oc2ccc(O)c(CN3CCN(Cc4ccccc4)CC3)c2c1C(=O)Nc1cccc(Cl)c1C
[38] COc1ccc2[nH]cc(CCN=C(NC(=O)c3ccccc3F)Nc3nc(C)cc(C)n3)c2c1
[39] CCN(CC)CCCNC(=O)c1cn(C)c2ccc(S(=O)(=O)N3CCOCC3)cc2c1=O
[40] Cc1ccc(CCNC(=O)Cn2c(-c3cccs3)cc3cc(F)ccc32)cc1
entry no.	31	32	33	34	35	36	37	38	39	40
SMN2 splice up	-4.0%	-4.4%	?	-1.8%	-1.3%	-42.5%[inhibitor]	-7.3%	35.5µM*	1.0%	-4.2%
GAA glycogen mod	13.3%[76.3 µM]	6.5%[76.3 µM]	?	5.5%[76.3 µM]	7.0%[76.3 µM]	-5.2%[76.3 µM]	11.7%[76.3 µM]	-6.1%[76.3 µM]	11.9%[76.3 µM]	-10.7%[76.3 µM]

# Full records as entered above. Order of screens: SMN2 splice up | GAA glycogen mod
# `COc1cc(OC)c2c(C)c(CC(=O)NCCc3ccccc3OC)c(=O)oc2c1` reads -4.0% | 13.3%[76.3 µM]
# `O=C(Nc1cccc(C(F)(F)F)c1)c1cc2nc(-c3ccccc3)cc(C(F)(F)F)n2n1` reads -4.4% | 6.5%[76.3 µM]
# `CCOc1ccc(CCNC(=O)CN2CCN(Cc3ccc(Cl)cc3)C2=O)cc1OCC` reads -42.5%[inhibitor] | -5.2%[76.3 µM]

# Later entries:
[41] CCc1ccc(C(=O)c2cn(CC(=O)Nc3ccc4c(c3)OCO4)c3ccc(CC)cc3c2=O)cc1
[42] CCc1ccc(-n2nc(CO)c(C(=O)NCCCc3ccccc3)n2)cc1
[43] O=C(Nc1ccc2oc(-c3cc(Br)ccc3Cl)nc2c1)c1ccc2ccccc2c1
[44] COc1cccc(CNC(=O)c2cc(=O)[nH]c3ccc(S(=O)(=O)N4CCCC4)cc23)c1
[45] CC1CCC(NC(=O)Cn2ncc3c4ccccc4n(Cc4ccc(Cl)cc4)c3c2=O)CC1 (configuration not stated)
[46] Cc1ccc(CNc2nc3ccccc3c3nc(-c4cccc(C)c4)nn23)cc1
[47] O=C(Nc1ccc(F)cc1F)c1ccc2c(c1)CCN2S(=O)(=O)c1ccc(Cl)cc1
[48] CCc1ccc(NC(=O)C2CCCN(S(=O)(=O)c3cccc4nsnc34)C2)cc1 (configuration not stated)
[49] Cc1ccc2c(c1)C(c1ccccc1)N(C(=O)COc1ccc(Cl)cc1Cl)CC(=O)N2 (configuration not stated)
[50] CCOC(=O)c1cc2c(=O)n3ccccc3nc2n(CC2CCCO2)c1=NC(=O)c1ccccc1C (configuration not stated)
entry no.	41	42	43	44	45	46	47	48	49	50
SMN2 splice up	9.0%	5.6%	-6.5%	-0.1%	2.0%	24.7%	2.3%	-4.1%	-2.0%	-5.3%
GAA glycogen mod	-10.0%[76.3 µM]	-1.5%[76.3 µM]	17.1%[76.3 µM]	8.8%[76.3 µM]	-5.7%[76.3 µM]	15.1%[76.3 µM]	-2.5%[76.3 µM]	-2.7%[76.3 µM]	-14.5%[76.3 µM]	13.4%[76.3 µM]

[51] CCOC(=O)N1CCc2c(sc3c2c(=O)n(Cc2ccccc2)c(=O)n3Cc2c(F)cccc2Cl)C1
[52] CCOc1ccc(N(C(C)C(=O)NCCSc2ccc(C)cc2)S(C)(=O)=O)cc1 (configuration not stated)
[53] COc1ccccc1NC(=O)C1=C(C)Nc2nc(SCc3ccccc3)nn2C1c1cccnc1 (configuration not stated)
[54] CCOC(=O)c1ccc(NC(=O)Nc2ccc3snnc3c2)cc1
[55] COCCNC(=O)Cn1c(=O)n(-c2ccc(C)c(C)c2)c(=O)c2c3c(sc21)CCCCC3
[56] CN(C(=O)c1ccc2c(Cl)c3c(nc2c1)CCC3)c1ccccc1F
[57] CC(=O)Nc1ccc(N(C(=O)Cn2nnc3ccccc32)C(C(=O)NCc2ccccc2)c2ccc(C)cc2)cc1 (configuration not stated)
[58] COc1cc(C(=O)Nc2ccccc2OCc2cc(=O)n3c(C)csc3n2)cc(OC)c1OC
[59] CCOc1ccc(NC(=O)c2c(NC(=O)c3ccco3)sc3c2CCC(C(C)(C)C)C3)cc1 (configuration not stated)
[60] COc1ccc(-n2c(=O)c3c4c(sc3n(Cc3ccccc3)c2=O)CCC4)c(OC)c1
entry no.	51	52	53	54	55	56	57	58	59	60
SMN2 splice up	-15.8%	-14.2%	6.2%	2.8%	0.0%	-5.1%	9.2%	-9.0%	3.6%	-20.4%
GAA glycogen mod	7.0%[76.3 µM]	12.8%[76.3 µM]	-4.5%[76.3 µM]	-3.5%[76.3 µM]	-1.0%[76.3 µM]	-11.1%[76.3 µM]	6.7%[76.3 µM]	?	1.8%[76.3 µM]	2.0%[76.3 µM]

[61] CCN(C(=O)CCS(=O)(=O)c1cc(Br)cc2c1N(C(=O)C1CC1)CC2)c1cccc(C)c1
[62] CCCCC(CC)CNC(=O)CCCCCn1c(=O)[nH]c2ccsc2c1=O (configuration not stated)
[63] Cc1cc(C)c(S(=O)(=O)Nc2cc(-c3cn4ccccc4n3)ccc2C)cc1C
[64] CN(C(=O)Cn1nc(Cc2cccnc2)c2ccccc2c1=O)c1cccc(C(F)(F)F)c1
[65] CCc1nn2c(=O)cc(COc3ccc(/C=C(\C#N)C(=O)Nc4ccc(F)cc4)cc3OC)nc2s1
[66] Cc1ccccc1NC(=O)CN(c1ccc(Cl)cc1Cl)S(=O)(=O)c1ccccc1
[67] Cn1c2ccccc2c2cnn(CC(=O)NCCCN3CCCCC3)c(=O)c21
[68] CCOc1ccccc1C(=O)Nc1c(C(=O)Nc2ccc(F)cc2)oc2ccccc12
[69] O=C(Nc1nc2ccc(Cl)cc2s1)c1cc(=O)c2ccccc2o1
[70] CN(C)c1ccc(CN(Cc2ccco2)C(=O)COc2ccc(F)cc2)cc1
[71] CCc1ccccc1NC(=O)c1cc(-c2ccc(Cl)s2)nc2ccccc12
entry no.	61	62	63	64	65	66	67	68	69	70	71
SMN2 splice up	-3.5%	1.3%	5.7%	-14.3%	-6.1%	0.1%	0.4%	-10.9%	13.7%	0.0%	3.4%
GAA glycogen mod	19.3%[76.3 µM]	14.4%[76.3 µM]	-6.1%[76.3 µM]	16.5%[76.3 µM]	-9.3%[76.3 µM]	-16.7%[76.3 µM]	11.8%[76.3 µM]	-1.1%[76.3 µM]	13.5%[76.3 µM]	?	4.4%[76.3 µM]
